BioA inh = BioA (M. tuberculosis) enzyme inhibition; purified M. tuberculosis BioA enzyme, plate reader; inhibition, % at 9.99 µM; 0.096% of 360,000 active; in the data active = inhibition above about 40%
FadD28 FP inh = inhibitors of Mycobacterium tuberculosis FadD28 bisubstrate binding; inhibition, % at 12.5 µM; 0.22% of 360,000 active; FadD28 bisubstrate probe binding, fluorescence polarization; AID 588549; in the data active = inhibition above about 8.5%, passing the limit was not always enough
BoNT-A LC inh2 = BoNT A light chain protease inhibition. multiplex microsphere protease substrate cleavage, flow cytometry. inhibition, % at 10 µM. 0.17% of 360,000 active. AID 588499; in the data active = inhibition above about 30%; also: plate controls were buffer without enzyme for full effect and enzyme alone for no effect
FBA Mtb inh = inhibits M. tuberculosis FBA enzyme | P9WQA3 | purified M. tuberculosis FBA, fluorescence read-out | inhibition, % at 1 µM | 2.3% of 360,000 active | AID 588726; in the data active = inhibition above about 27%;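 also: 0% = vehicle and 100% = reference inhibitor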
Target sequence (P9WQA3 whole entry, looked up): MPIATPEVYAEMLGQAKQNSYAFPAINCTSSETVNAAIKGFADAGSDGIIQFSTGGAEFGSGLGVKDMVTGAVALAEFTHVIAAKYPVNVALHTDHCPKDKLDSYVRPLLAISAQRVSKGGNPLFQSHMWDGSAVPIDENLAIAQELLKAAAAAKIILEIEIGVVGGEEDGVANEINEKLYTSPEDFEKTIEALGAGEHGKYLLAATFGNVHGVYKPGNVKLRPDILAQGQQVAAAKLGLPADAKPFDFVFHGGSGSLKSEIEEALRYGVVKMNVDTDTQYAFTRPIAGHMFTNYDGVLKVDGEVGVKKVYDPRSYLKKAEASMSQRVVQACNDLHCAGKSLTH
BoNT F protease = blocks Botulinum neurotoxin F light chain protease. 0.22% of 360,000 active. Multiplex microsphere protease cleavage assay, flow cytometry. inhibition, % at 10 µM; in the data active = inhibition above about 35%, passing the limit was not always enough; also: plate controls were buffer without enzyme for full effect and enzyme alone for no effect
CCHF vOTU inh = blocks the CCHF virus ovarian tumor domain protease; CCHFV vOTU protease, Pep-AMC fluorescence; inhibition, % at 11.5 µM; 0.55% of 370,000 active; also: 0% = vehicle wells with enzyme and 100% = no enzyme wells
Mtb UGM inh = inhibitors of M. tuberculosis UDP-galactopyranose mutase. purified UGM, fluorescence polarization probe displacement. 0.06% of 320,000 active. P9WIQ1. inhibition, % at 10 µM; in the data active = inhibition above about 10%, passing the limit was not always enough
Target sequence (P9WIQ1 whole entry, looked up): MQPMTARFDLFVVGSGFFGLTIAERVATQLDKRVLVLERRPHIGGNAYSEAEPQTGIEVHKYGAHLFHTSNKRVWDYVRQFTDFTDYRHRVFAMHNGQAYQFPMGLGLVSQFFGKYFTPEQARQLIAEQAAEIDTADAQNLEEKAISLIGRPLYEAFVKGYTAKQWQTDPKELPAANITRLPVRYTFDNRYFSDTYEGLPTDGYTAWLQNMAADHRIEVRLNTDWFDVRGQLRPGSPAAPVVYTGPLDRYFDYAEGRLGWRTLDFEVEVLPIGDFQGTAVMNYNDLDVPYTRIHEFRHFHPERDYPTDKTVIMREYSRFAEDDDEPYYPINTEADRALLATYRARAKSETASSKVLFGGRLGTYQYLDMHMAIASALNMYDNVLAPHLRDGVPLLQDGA
GDH-TPI inh = GDH-TPI coupled enzyme inhibition counter-screen; GDH-TPI coupled enzyme counterscreen, NADH absorbance; inhibition, % at 4.8 µM; 1.2% of 360,000 active; AID 588335;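 also: 0% = DMSO wells and 100% = wells lacking the enzyme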
PrPC TRFRET = inhibitors of human cell surface prion protein PrPC; P04156; TR-FRET read-out; inhibition, % at 13.8 µM; 0.43% of 370,000 active; AID 720596; in the data active = inhibition above about 24%; also: 0% = median of the test wells and 100% = reference compound wells
* = called active by the depositor; . = not tested or not shown; & = joins results of further samples. Rule as the data show it, unless noted: active = inhibition above about 30%; inactive = the rest.

SMILES	BioA inh	FadD28 FP inh	BoNT-A LC inh2	FBA Mtb inh	BoNT F protease	CCHF vOTU inh	Mtb UGM inh	GDH-TPI inh	PrPC TRFRET
CC(Cc1ccccc1)NC(=O)CSc1nc2nc3c(cc2c(=O)n1-c1ccccc1)COC(C)(C)C3 (stereo not drawn)	0.3	-1.2	0.9	3	-1	1	0.9	9	-6
Cc1cc(-c2sccc2Br)nc(-n2cccc2)n1	.	1.4	1.3	15	-4	-6	.	1	21
O=C(CSc1nc2ccccc2c(=O)[nH]1)N1CCOCC1	0.3	-0.9	-0.3	0	-1	-16	0.9	7	-1
Cc1ccc(CS(=O)Cc2ccc(C(=O)NCc3ccccc3)o2)cc1 (stereo not drawn)	-3.7	1.5	-1.7	1	-2	14	-3.8	4	-3
O=C(CCN1C(=O)c2ccccc2C1=O)Nc1ccc(-c2cn3ccsc3n2)cc1	.	-1.1	1.2	0	-4	1	-1.2	9	4
O=c1cc(N2CCOCC2)[nH]c(=O)n1-c1ccc(Cl)cc1	-0.7	-0.4	-0.3	2	6	13	1.6	-4	-6
O=S1(=O)CCC(NC(=S)Nc2ccc3ccccc3c2)C1 (stereo not drawn)	0.6	-4.1	-7.2	1	-9	-10	0.8	-8	9
COc1ccc(S(=O)(=O)Oc2ccc3cccc(N)c3c2)cc1	0.0	-1.8	.	0	.	-9	0.4	2	-1
Cc1c(-c2ccccc2)[n+](=O)c2c(n1[O-])CCC2	0.3	-1.8	-1.5	-1	-44	0	-0.1	17	3
CN(C)C1=NCCN1CCc1ccccc1	-4.2	-0.9	0.3	5	3	3	0.6	8	2
C=CCN(Cc1cc(OC)ccc1OC)S(=O)(=O)N(C)C	-0.6	-2.8	-0.1	8	15	6	0.5	12	8
O=C(O)C1CC=CCC1C(=O)NCCc1ccccc1 (stereo not drawn)	0.1	-1.9	-0.6	-4	2	-2	-0.4	2	1
CCn1c(NC)cc(=O)n(C)c1=O	-0.5	-0.2	-0.6	3	-13	-9	1.7	10	1
CCc1ccc(NC(=O)NC(C)c2ccc3c(c2)OCO3)cc1 (stereo not drawn)	-2.9	-2.0	-2.1	1	-2	12	1.3	12	3
Cc1cc(NC(=O)Cn2nc(C(F)(F)F)c3c2CCCC3)no1	0.0	-2.5	-0.1	3	3	1	1.8	-2	3
COc1ccc(S(=O)(=O)n2nc(OC(=O)c3ccccc3Br)cc2N)cc1	-2.5	-1.8	-0.3	-4	11	9	-5.1	0	3
Cc1ccc(CN2CCN(C)CC2)c(C)c1	-0.6	0.1	-0.9	0	-8	-1	-1.5	4	-2
Cc1ccc(S(=O)(=O)c2c(O)c3ccc(C(=O)O)cc3[nH]c2=O)cc1	.	-3.2	-1.1	3	-2	-8	2.9	1	6
Clc1ccc2[nH]c3c(NCCN4CCOCC4)ncnc3c2c1	1.3	-3.9	-1.0	3	-18	3	-1.8	17	5
CC1CCCCC1NC(=O)CCCn1c(=S)[nH]c2ccsc2c1=O (stereo not drawn)	0.8	-3.8	-0.4	3	-4	-9	-1.6	5	4
CC(C)CN(C(=O)c1ccc(N2CCCC2=O)cc1)c1c(N)n(Cc2ccccc2)c(=O)[nH]c1=O	0.0	-1.7	-1.0	2	-10	1	3.9	2	-6
Cc1cccc(NC2=C(C#N)C(=O)NC3(CCCC3)S2)c1	-1.8	1.4	-0.1	3	-18	-6	-0.4	11	1
CCOC(=O)C1=NOC(Cn2cc(C#N)c(=O)n(C)c2=O)C1 (stereo not drawn)	0.7	-1.0	1.9	0	4	6	-1.1	5	6
O/N=C(\c1ccc2c(c1)OCCO2)C1CCCCC1	-1.7	-4.8	0.1	-3	-2	3	-1.4	-4	1
CN(C)c1nc(NCc2ccccc2)nc(SCC(=O)Nc2ccc(Cl)c(Cl)c2)n1	-1.3	-1.2	-0.1	-5	-1	-14	-0.4	5	7

Next part
SMILES	BioA inh	FadD28 FP inh	BoNT-A LC inh2	FBA Mtb inh	BoNT F protease	CCHF vOTU inh	Mtb UGM inh	GDH-TPI inh	PrPC TRFRET
COc1ccc(CNCC(O)COc2ccc(C)cc2[N+](=O)[O-])cc1 (stereo not drawn)	.	-2.8	.	-1	.	-17	3.7	7	-7
Cc1nn(C)c(C)c1CN(C)C(=O)c1cc2nc(-c3ccco3)cc(C(F)(F)F)n2n1	1.4	-3.2	0.5	7	-6	-3	-1.8	8	-12
COc1cc(/C=C/C(=O)OCC(=O)Nc2sc3c(c2C#N)CCC(C)C3)ccc1OCC#N (stereo not drawn)	.	-2.0	0.2	-1	3	5	2.3	11	1
Cc1ccc(S(=O)(=O)N2C[C@H]3[C@H]4C(=O)N(c5ccccc5)C(=O)[C@H]4C[C@H](OC(=O)Nc4c(C)noc4C)[C@@]3(O)C2)cc1	-2.2	0.1	-0.2	0	0	-4	.	-4	10
C[C@@H]1CCCCO[C@@H](CN(C)Cc2ccccc2)[C@@H](C)CN([C@H](C)CO)C(=O)c2cc(NC(=O)Nc3cccc4ccccc34)ccc2O1	-0.9&-1.0	-5.5	-0.6	2	-6	2	.	9	3
O=[N+]([O-])c1ccc(NC(=S)N/C(=N/CS(=O)(=O)c2ccccc2)c2ccccc2)cc1	-0.4	-0.9	-0.4	-2	-11	1	-1.3	21	2
C[C@@]12C(=O)Nc3ccc(Cl)cc3C(=O)N1[C@H]1c3cc(Br)ccc3OC[C@@H]1[C@@H]2c1ccccc1	-0.7	1.2	0.0	0	2	0	-0.4	4	12
CC(NC(=O)CSc1nc2ccccc2c(=O)n1CCCO)c1ccccc1 (stereo not drawn)	-0.5	-3.3	-1.7	1	-20	5	0.1	-2	0
CC12CCC(C(=O)N(CC3CO3)C1=O)C2(C)C (stereo not drawn)	.	-3.2	-1.8	-4	2	0	0.0	-1	1
CCOC(=O)c1[nH]c(C)c(C(=O)N2CCN(c3ccccc3OC)CC2)c1C	-3.4	0.1	0.0	1	-7	15	-0.5	7	-8
CC(=O)N1N=C(c2ccco2)CC1c1ccc(Cl)o1 (stereo not drawn)	0.6	-1.9	0.4	1	-2	-7	-3.4	0	1
O=C(CC1NCCN(Cc2ccccc2)C1=O)Nc1ccc(Cl)cc1 (stereo not drawn)	.	-1.4	-0.4	2	-4	-6	2.1	8	6
CCCCNC(=O)c1nc(C2CCN(S(=O)(=O)c3ccccc3C(F)(F)F)CC2)oc1-c1ccccc1	-0.7	-0.9	-0.1	1	-2	6	.	.	8
Cc1ccc(NC(=O)CSc2ccc(-c3cccnc3)nn2)c(C)c1	6.5	-2.2	-2.1	3	-6	10	1.5	5	-3
Cc1nnc(SCCN2C(=O)c3ccccc3C2=O)nc1C	1.4	-1.5	0.1	3	-1	7	-2.5	2	6
COC(=O)C(CSCc1ccccc1)NC(=O)CSc1nc(N)cc(=O)[nH]1 (stereo not drawn)	-1.3	-0.9	0.2	2	-1	15	0.2	1	2
Cc1ccc(CN(C)C(=O)c2ccc(S(=O)(=O)N(C)c3ccccc3)cc2)o1	0.4	-3.1	0.0	0	5	7	.	-6	6
CCCCCCCC(=O)OCC(O)CO (stereo not drawn)	0.2	-2.8	-1.0	0	-2	-5	-0.7	0	-1
CCOc1ccc(C(=O)NCC(=O)NCC(c2ccccc2OC)N2CCCC2)cc1 (stereo not drawn)	-0.9	-3.1	-6.8	0	-6	-4	0.3	-1	4
O=C1CCc2cc(S(=O)(=O)N3CCN(c4ccccc4F)CC3)ccc2N1	.	1.1	-0.5	1	-4	-6	2.8	12	15
O=C(NNC(=O)c1ccccc1-n1cccc1)c1ccc(F)cc1	.	-2.5	0.3	1	4	9	-3.6	0	-4
NCc1ccc(S(N)(=O)=O)cc1	-1.7&-4.5	-1.8&-0.2	-0.7&0.9	3&5	-5&-2	-7&3	0.3	-2&0	-6&1
COc1ccc(OC)c(N=Nc2c(O)c3ccccc3[nH]c2=O)c1	-1.0	-0.5	0.2	-5	-3	-12	.	11	5
COc1ccc(C(=O)NC(=S)N2CCC(C)CC2)cc1Br	-0.3	-0.8	-0.2	2	5	7	1.1	-2	-4
O=Cc1cc(N=Nc2cccc(C(=O)O)c2)ccc1O	.	0.9	-0.8	-14	2	19	2.0	17	-13
CC(=O)c1ccc(NC(=O)Nc2cccc3ccccc23)cc1	-0.7	-3.7	0.2	1	0	10	-0.2	-4	9
Oc1cc(Cl)ccc1Oc1ccc(Cl)cc1Cl	1.7	-8.2	-0.1	-2	-6	-1	2.2	-3	-3

A different layout for some results above.
SMILES | BioA inh | FadD28 FP inh | BoNT-A LC inh2 | FBA Mtb inh | BoNT F protease | CCHF vOTU inh | Mtb UGM inh | GDH-TPI inh | PrPC TRFRET
Cc1ccc(S(=O)(=O)N2C[C@H]3[C@H]4C(=O)N(c5ccccc5)C(=O)[C@H]4C[C@H](OC(=O)Nc4c(C)noc4C)[C@@]3(O)C2)cc1 | -2.2 | 0.1 | -0.2 | 0 | 0 | -4 | . | -4 | 10
C[C@@H]1CCCCO[C@@H](CN(C)Cc2ccccc2)[C@@H](C)CN([C@H](C)CO)C(=O)c2cc(NC(=O)Nc3cccc4ccccc34)ccc2O1 | -0.9&-1.0 | -5.5 | -0.6 | 2 | -6 | 2 | . | 9 | 3

Single records, from the list above. Screens in order: BioA inh | FadD28 FP inh | BoNT-A LC inh2 | FBA Mtb inh | BoNT F protease | CCHF vOTU inh | Mtb UGM inh | GDH-TPI inh | PrPC TRFRET
Listed for O=[N+]([O-])c1ccc(NC(=S)N/C(=N/CS(=O)(=O)c2ccccc2)c2ccccc2)cc1 = -0.4 | -0.9 | -0.4 | -2 | -11 | 1 | -1.3 | 21 | 2
Listed for COc1ccc(C(=O)NC(=S)N2CCC(C)CC2)cc1Br = -0.3 | -0.8 | -0.2 | 2 | 5 | 7 | 1.1 | -2 | -4
Listed for CCCCNC(=O)c1nc(C2CCN(S(=O)(=O)c3ccccc3C(F)(F)F)CC2)oc1-c1ccccc1 = -0.7 | -0.9 | -0.1 | 1 | -2 | 6 | . | . | 8
Listed for O=C1CCc2cc(S(=O)(=O)N3CCN(c4ccccc4F)CC3)ccc2N1 = . | 1.1 | -0.5 | 1 | -4 | -6 | 2.8 | 12 | 15
Listed for COc1ccc(CNCC(O)COc2ccc(C)cc2[N+](=O)[O-])cc1 (stereo not drawn) = . | -2.8 | . | -1 | . | -17 | 3.7 | 7 | -7

A second format for four compounds above:
| compound | BioA inh | FadD28 FP inh | BoNT-A LC inh2 | FBA Mtb inh | BoNT F protease | CCHF vOTU inh | Mtb UGM inh | GDH-TPI inh | PrPC TRFRET |
| --- | --- | --- | --- | --- | --- | --- | --- | --- | --- |
| O=C(CC1NCCN(Cc2ccccc2)C1=O)Nc1ccc(Cl)cc1 (stereo not drawn) | . | -1.4 | -0.4 | 2 | -4 | -6 | 2.1 | 8 | 6 |
| CCCCNC(=O)c1nc(C2CCN(S(=O)(=O)c3ccccc3C(F)(F)F)CC2)oc1-c1ccccc1 | -0.7 | -0.9 | -0.1 | 1 | -2 | 6 | . | . | 8 |
| Cc1ccc(NC(=O)CSc2ccc(-c3cccnc3)nn2)c(C)c1 | 6.5 | -2.2 | -2.1 | 3 | -6 | 10 | 1.5 | 5 | -3 |
| Cc1nnc(SCCN2C(=O)c3ccccc3C2=O)nc1C | 1.4 | -1.5 | 0.1 | 3 | -1 | 7 | -2.5 | 2 | 6 |

Source: PubChem BioAssay (several laboratories)
